High-throughput results: PubChem, several laboratories
Neddyl block: blocks human cullin neddylation. TR-FRET cullin neddylation, biochemical. calls only at 25 µM. 360,000 tested, 0.58% active. AID 651699; in the data active means inhibition above about 36%
NadD block: inhibitors of Staphylococcus aureus NadD. purified NadD enzyme, colorimetric absorbance read-out. inhibition, % at 20 µM. 360,000 tested, 0.78% active. AID 602399; in the data active means inhibition above about 26%; further: some compounds past the cut are filed as inactive
SKN-1 inh: blocks SKN-1 activity in C. elegans; 360,000 tested, 0.49% active; C. elegans VP596 Pgst-4::GFP/RFP ratio, acrylamide-induced, 24 h; inhibition, % at 21.8 µM; AID 624304;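 active means interference check ratio from 0.5 to 1.5 plus GFP to RFP signal ratio inhibition reaching or exceeding a fixed threshold, cut at about 30% in these data, passing the limit was not always enough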; further: some compounds called inactive have numbers as strong as hits
Rin1-Abl PPI inh: blocks binding of human Rin1 to Abl; TR-FRET Rin1/Abl binding, biochemical; P00519+Q13671; 360,000 tested, 0.4% active; inhibition, % at 7.35 µM; in the data active means inhibition above about 5%, passing the limit was not always enough
CSN deneddyl inh: CSN deneddylation inhibition; Purified CSN, SCF-Nedd8-OG deneddylation, fluorescence polarization; Q92905; 360,000 tested, 0.38% active; inhibition, % at 12.5 µM;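 active means pattern-corrected inhibition above about 35%, with an unprinted fluorescence ratio check between 0.5 and 1.5, limit read from the data, passing the limit was not always enough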;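 further: 0% = enzyme with substrate and 100% = substrate without enzyme; some results filed as inactive read as strong as hits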
Target sequence (Q92905 whole entry, looked up, one chain of several): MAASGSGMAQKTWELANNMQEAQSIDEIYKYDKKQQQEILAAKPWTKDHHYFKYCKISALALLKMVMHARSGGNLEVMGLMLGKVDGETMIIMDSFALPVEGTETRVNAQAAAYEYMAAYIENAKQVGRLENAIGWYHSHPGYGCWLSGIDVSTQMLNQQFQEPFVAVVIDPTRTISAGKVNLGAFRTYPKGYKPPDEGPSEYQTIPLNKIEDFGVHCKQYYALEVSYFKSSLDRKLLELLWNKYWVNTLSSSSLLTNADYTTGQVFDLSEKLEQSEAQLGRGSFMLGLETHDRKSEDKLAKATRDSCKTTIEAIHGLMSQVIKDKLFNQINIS
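Detection – fluorescence polarization · System – HEK293T-derived human Csn5 enzyme · Controls – substrate-only high control, full reaction low control · Timing – 90 min, room temperature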
Rpn11 block: Rpn11 (human) deubiquitinase inhibition. human 26S proteasome, Ub4-pepOG fluorescence polarization; 20S core pre-blocked with epoxomicin. calls only at 20 µM. 360,000 tested, 0.59% active. AID 588493;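 active means inhibition at 20 µM, scaled to each plate's controls, above about 33%, limit read from the data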
MLLE-PAM2 inh: blocks PAM2 peptide binding to the PABP1 MLLE domain | P11940 | GST-MLLE / FITC-PAM2 fluorescence polarization | inhibition, % at 20 µM | 360,000 tested, 0.36% active | AID 588489; in the data active means inhibition above about 35%, passing the limit was not always enough;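 further: plate controls were DMSO wells with GST-MLLE for no effect and wells lacking GST-MLLE protein for full effect; some results filed as inactive read as strong as hits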
Target sequence (P11940 whole entry, looked up, the tested form may be a part): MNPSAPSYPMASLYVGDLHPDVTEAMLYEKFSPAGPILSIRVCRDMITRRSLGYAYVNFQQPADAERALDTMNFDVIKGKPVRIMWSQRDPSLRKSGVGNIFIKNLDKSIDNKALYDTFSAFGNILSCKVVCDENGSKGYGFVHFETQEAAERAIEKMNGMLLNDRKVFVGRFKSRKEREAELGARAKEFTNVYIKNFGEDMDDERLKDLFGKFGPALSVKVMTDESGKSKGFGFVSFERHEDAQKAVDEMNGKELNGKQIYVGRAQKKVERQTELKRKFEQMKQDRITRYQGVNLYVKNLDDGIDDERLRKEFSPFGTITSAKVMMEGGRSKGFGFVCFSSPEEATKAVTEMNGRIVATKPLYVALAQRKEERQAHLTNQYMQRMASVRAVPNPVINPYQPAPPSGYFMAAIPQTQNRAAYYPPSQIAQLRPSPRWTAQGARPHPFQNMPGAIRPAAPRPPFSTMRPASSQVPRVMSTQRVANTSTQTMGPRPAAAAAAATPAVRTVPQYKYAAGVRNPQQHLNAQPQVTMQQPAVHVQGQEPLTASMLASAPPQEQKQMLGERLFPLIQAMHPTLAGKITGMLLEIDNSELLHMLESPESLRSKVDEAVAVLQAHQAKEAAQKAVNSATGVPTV
MT1-MMP act inh: inhibitors of human MT1-MMP activation; AID 651647; GFP/RFP ratio change, % at 20 µM; HT1080 RFP-PRO-GFP cells, GFP/RFP ratio fluorescence, overnight; percent of plate control window, DMSO zero; P50281; 360,000 tested, 0.061% active;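 active means GFP/RFP ratio change of at least 30% with cell ATP level not reduced by more than half and red fluorescence within 50% of control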; further: strong numbers were not always called active
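Test system: HT1080 RFP-PRO-GFP cells; Benchmarks: DMSO and RFP-L50D-GFP cell wells; Timing: cells overnight before dosing, compound overnight, 37 °C, 5% CO2; Compound: one 20 µM compound dose with 1% DMSO; Read-out: GFP/RFP fluorescence ratio.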
FAS-TE inh: FAS thioesterase (human) inhibition. P49327. recombinant FAS-TE, OMFH fluorogenic substrate, fluorescence endpoint. inhibition, % at 15 µM. 360,000 tested, 0.67% active;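 active means compounds whose normalised, plate-corrected inhibition of enzyme fluorescence in the single-dose primary screen is 50% or more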;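 further: 0% = DMSO with enzyme and 100% = substrate without enzyme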
Starred values were filed as active, the others as inactive; i = inactive; · = no result given.

1. NC(=O)NC(=O)COC(=O)/C=C/c1cccc(Br)c1
2. Cc1ccccc1C(=O)NC1CCN(CC(=O)Nc2ccccc2Cl)CC1
3. CCOC(=O)c1cccc(C2=CC(=O)CC(C)(C)C2)c1
4. Cc1cc(C(=O)COC(=O)C2CC2)c(C)n1-c1ccc(F)cc1
5. O=C1N/C(=C/c2ccsc2)C(=O)N1c1ccccc1
6. CC(C)NC(=O)CSc1nc(Cc2cccs2)nc2ccccc12
7. Cn1c(CNC(=O)CCNC(=O)c2ccccc2)cc(=O)n(C)c1=O
8. Cn1nc(C(=O)Nc2cccc(S(=O)(=O)N3CCOCC3)c2)c2ccccc2c1=O
9. O=C(Oc1cccc(-n2cnnn2)c1)C1CCCCC1
10. Cc1cccc(-n2c(O)c(C=Nc3ccccc3N)c(=O)[nH]c2=O)c1
Compound	1	2	3	4	5	6	7	8	9	10
Neddyl block	i	i	i	i	i	i	i	i	i	i
NadD block	13	2	-3	-8	-1	11	1	-2	0	2
SKN-1 inh	5	6	-4	-13	6	11	4	-6	-15	22
Rin1-Abl PPI inh	0	3	0	-5	-2	-6	2	3	0	3
CSN deneddyl inh	-2	-2	1	-6	-3	7	0	-4	1	7
Rpn11 block	i	i	i	i	i	i	i	i	i	i
MLLE-PAM2 inh	-6	16	11	15	11	22	8	-10	0	-7
MT1-MMP act inh	3	0	1	1	0	-1	2	4	-2	-8
FAS-TE inh	-12	-3	3	7	-8	-7	-6	4	3	-6

11. CC(=O)c1cccc(S(=O)(=O)Nc2ccc3nc(C)sc3c2)c1
12. COc1cc(C)ccc1S(=O)(=O)N1CCN(C23CC4CC(CC(C4)C2)C3)CC1
13. CCCCOC(=O)NC1CCc2cc(OC)c(OC)c(OC)c2-c2ccc(SC)c(=O)cc21 (centres undefined)
14. COC(=O)c1[nH]c2ccccc2c1NC(=O)CNC1CCCCC1
15. CC1CCC2(CC1)NC(=O)N(CC(=O)N1c3ccccc3CC1C)C2=O (centres undefined)
16. Cc1ccc(N)cc1NC(=O)CN1CCOCC1
17. COc1ccc(NC(=O)CSc2nc3ccccc3c(=O)n2CCNC(C)=O)cc1
18. Cc1ccc(C(=O)O/N=C/c2ccc3c(c2)OCO3)cc1
19. CCCNC(=O)NC(=O)CSc1ncc(C(F)(F)F)cc1Cl
20. CCN(CC)S(=O)(=O)c1cc(C(=O)Oc2cccc(-c3cnc4ccccc4n3)c2)ccc1OC
Compound	11	12	13	14	15	16	17	18	19	20
Neddyl block	i	i	i	i	i	i	i	i	i	i
NadD block	-3	-6	0	-4	-3	-6	-2	-3	3	-2
SKN-1 inh	-7	12	2	-8	13	4	4	-10	9	1
Rin1-Abl PPI inh	0	-1	0	2	-2	1	-1	0	-1	3
CSN deneddyl inh	3	-5	-4	8	1	0	-10	-4	-3	-7
Rpn11 block	i	i	i	i	i	i	i	i	i	i
MLLE-PAM2 inh	-10	5	1	13	3	-12	-11	6	8	-8
MT1-MMP act inh	0	3	28	-1	-1	-2	6	-2	3	-4
FAS-TE inh	-2	21	5	-8	-3	-10	-4	-7	-2	42

21. CSc1ncc(CO)n1Cc1ccccc1
22. COc1ccc(OC)c(S(=O)(=O)N(C(C)=O)c2ccc3oc(=O)sc3c2)c1
23. CCOc1ccc(-n2c(C)cc(/C=N\NC(=O)CC(=O)NC3CCCCC3)c2C)cc1
24. COc1ccc(C(C)=O)c(Oc2ccc(S(=O)(=O)N3CCOCC3)cn2)c1
25. CC(C)(C)OC(=O)NCC1CCN(S(=O)(=O)Cc2ccccc2)CC1
26. O=C1CSC(c2cccs2)N1c1ccccc1 (centres undefined)
27. CCCCCSc1nc(O)cc(=O)[nH]1
28. Cc1c(C)n(CCC#N)c2ccccc12
29. CC(C)C[C@H](NC(=O)OC(C)(C)C)C(=O)N1CCC(C(=O)N[C@@H](Cc2ccccc2)C(=O)O)CC1
30. O=C(NCc1csc(-c2ccccc2)n1)c1ccco1
Compound	21	22	23	24	25	26	27	28	29	30
Neddyl block	i	i	i	i	i	i	i	i	i	i
NadD block	-6	3	6	0	-3	-6	2	-2	7	-3
SKN-1 inh	3	4	1	-1	15	-4	-3	5	-10	9
Rin1-Abl PPI inh	2	0	-3	-3	1	1	1	0	3	2
CSN deneddyl inh	-5	2	-2	-2	7	7	-1	0	6	4
Rpn11 block	i	i	i	i	i	i	i	i	i	i
MLLE-PAM2 inh	3	7	-9	2	1	7	0	5	9	1
MT1-MMP act inh	-5	1	-1	-7	2	2	1	1	0	4
FAS-TE inh	-3	-5	-2	-6	-2	-7	-4	-7	-2	-6

31. CN(Cc1ccccc1)C(=S)NC(=O)c1ccccc1
32. CCCNC(=O)CSCc1nc(-c2ccc(SC)cc2)oc1C
33. COC(=O)c1ccc(NC(=O)c2ccccc2N(C)S(C)(=O)=O)cc1
34. C[C@@H]1CN([C@@H](C)CO)C(=O)CCCn2nncc2CO[C@H]1CN(C)S(=O)(=O)c1ccccc1F
35. COCC(=O)N1CCC(Oc2ccc(C(=O)NCCCn3cccn3)cc2)CC1
36. O=C(COC(=O)c1cc(S(=O)(=O)N2CCOCC2)c(Cl)cc1Cl)NC1CC1
37. CC1CCCN(C2=C(NS(=O)(=O)c3ccc(Cl)cc3)C(=O)c3ccccc3C2=O)C1 (centres undefined)
38. CC(=O)OCC(=O)C1(O)CCC2C3CCC4=CC(=O)C=CC4(C)C3C(=O)CC21C (centres undefined)
39. COc1ccc(C(=O)NCC2CCCN2S(=O)(=O)c2cccs2)cc1OC (centres undefined)
40. Cc1ccc(-c2nc3ccc(Br)cn3c2Cc2ccccc2C(F)(F)F)cc1
Compound	31	32	33	34	35	36	37	38	39	40
Neddyl block	i	i	i	i	i	i	i	i	i	i
NadD block	-6	6	-3	2	2	-3	6	-2	-4	12
SKN-1 inh	13	4	-6	0	-14	-6	8	2	6	35*
Rin1-Abl PPI inh	1	-3	-3	-1	2	0	2	4	6	-4
CSN deneddyl inh	3	-3	4	-2	2	-1	-1	2	0	-1
Rpn11 block	i	i	i	i	i	i	i	i	i	i
MLLE-PAM2 inh	9	12	7	9	2	7	19	-3	-1	-8
MT1-MMP act inh	9	-4	0	1	1	-5	16	1	-1	0
FAS-TE inh	-2	-8	-5	-5	-3	-5	28	-6	-2	18

Arranged by heavy-atom count (rising): some entries from above.
27. CCCCCSc1nc(O)cc(=O)[nH]1
28. Cc1c(C)n(CCC#N)c2ccccc12
30. O=C(NCc1csc(-c2ccccc2)n1)c1ccco1
32. CCCNC(=O)CSCc1nc(-c2ccc(SC)cc2)oc1C
33. COC(=O)c1ccc(NC(=O)c2ccccc2N(C)S(C)(=O)=O)cc1
39. COc1ccc(C(=O)NCC2CCCN2S(=O)(=O)c2cccs2)cc1OC (centres undefined)
40. Cc1ccc(-c2nc3ccc(Br)cn3c2Cc2ccccc2C(F)(F)F)cc1
35. COCC(=O)N1CCC(Oc2ccc(C(=O)NCCCn3cccn3)cc2)CC1
37. CC1CCCN(C2=C(NS(=O)(=O)c3ccc(Cl)cc3)C(=O)c3ccccc3C2=O)C1 (centres undefined)
34. C[C@@H]1CN([C@@H](C)CO)C(=O)CCCn2nncc2CO[C@H]1CN(C)S(=O)(=O)c1ccccc1F
29. CC(C)C[C@H](NC(=O)OC(C)(C)C)C(=O)N1CCC(C(=O)N[C@@H](Cc2ccccc2)C(=O)O)CC1
Compound	27	28	30	32	33	39	40	35	37	34	29
Neddyl block	i	i	i	i	i	i	i	i	i	i	i
NadD block	2	-2	-3	6	-3	-4	12	2	6	2	7
SKN-1 inh	-3	5	9	4	-6	6	35*	-14	8	0	-10
Rin1-Abl PPI inh	1	0	2	-3	-3	6	-4	2	2	-1	3
CSN deneddyl inh	-1	0	4	-3	4	0	-1	2	-1	-2	6
Rpn11 block	i	i	i	i	i	i	i	i	i	i	i
MLLE-PAM2 inh	0	5	1	12	7	-1	-8	2	19	9	9
MT1-MMP act inh	1	1	4	-4	0	-1	0	1	16	1	0
FAS-TE inh	-4	-7	-6	-8	-5	-2	18	-3	28	-5	-2

Remaining list, next part:
41. NS(=O)(=O)c1cnccc1Nc1cccc(Br)c1
42. COc1cc(OC)c(-c2nnc(-c3ccc(OC)c(OC)c3OC)o2)cc1OC
43. O=C(O)c1ccc(Cl)c(NC(=S)NC(=O)c2cccc(COc3ccccc3)c2)c1
44. Cc1cccc(COC[C@H](Cc2ccccc2)N2CCN(C(=O)c3cccc(Cl)c3)CCC2=O)c1
45. CCCN(CCC)Cc1cc(=O)oc2cc(C)c(C)cc12
46. Cc1ccc(NC(=O)CN2C(=O)NC3(CCCCC3)C2=O)cc1S(=O)(=O)N1CCOCC1
47. CCCCNC(=O)N1CCc2ccccc2C1
48. CC(=O)c1cc2c(cc1NC(=O)CCNC(=O)c1ccccc1Cl)OCO2
49. Cc1ccc(NC(=O)CCC(=O)N/N=C/c2ccc([N+](=O)[O-])o2)cc1C
50. Cc1ccc(S(=O)(=O)N(C)C)cc1NC(=O)COC(=O)/C=C/c1ccc2c(c1)OCO2
Compound	41	42	43	44	45	46	47	48	49	50
Neddyl block	i	·	i	i	i	i	i	i	i	i
NadD block	-5	-4	13	2	-2	1	-2	4	2	-3
SKN-1 inh	5	6	10	0	4	-5	4	-2	12	4
Rin1-Abl PPI inh	-2	-1	-2	·	-1	2	-4	1	-7	-1
CSN deneddyl inh	3	-3	4	-4	-5	0	-4	1	2	-4
Rpn11 block	i	i	i	·	i	i	i	i	i	i
MLLE-PAM2 inh	8	-4	33	·	10	1	2	5	13	-8
MT1-MMP act inh	2	13	2	-2	0	2	2	-3	-6	2
FAS-TE inh	-6	-2	61*	14	-1	-6	-9	-5	2	12

51. Cc1cccc(CN2CCc3c([nH]c4ccccc34)C2)c1
52. Cc1cc(C)cc(N(C(=O)CCC(=O)Nc2cc(C)on2)C(C(=O)NC2CCCC2)c2ccco2)c1 (centres undefined)
53. CN(CC(=O)Nc1ccncc1)S(=O)(=O)c1ccccc1
54. CCOC(=O)c1c(C)c(C(=O)Nc2ccc3c(c2)OCCO3)c(C)n1C
55. Cc1onc(-c2ccccc2Cl)c1C(=O)Nc1nc2ccc(S(C)(=O)=O)cc2s1
56. CC12CC(NC(=O)N1c1cccc(C(=O)NCc3ccc4c(c3)OCO4)c1)c1cc(Cl)ccc1O2 (centres undefined)
57. O=C(CSc1ncn[nH]1)Nc1ccccc1Sc1ccccc1
58. CCOC(=O)c1cnn(-c2ccccc2)c1NC(=O)CN1CCOCC1
59. CCCCNC(=O)CN1C(=O)c2cccc(N)c2C1=O
Compound	51	52	53	54	55	56	57	58	59
Neddyl block	i	i	i	i	i	i	i	i	·
NadD block	-8	0	0	-9	-4	2	-1	-2	-5
SKN-1 inh	0	8	-3	11	-2	11	6	7	-3
Rin1-Abl PPI inh	0	1	1	4	-5	0	4	-4	-4
CSN deneddyl inh	2	-2	5	6	-4	2	-6	-7	-9
Rpn11 block	i	i	i	i	i	i	i	i	i
MLLE-PAM2 inh	-6	-7	6	-5	-1	4	-10	11	39*
MT1-MMP act inh	2	-6	2	13	-14	-5	-2	-7	-2
FAS-TE inh	2	1	-8	-1	-14	16	-51	-2	-4

Retrieved by compound from the list above (2):
11. CC(=O)c1cccc(S(=O)(=O)Nc2ccc3nc(C)sc3c2)c1
22. COc1ccc(OC)c(S(=O)(=O)N(C(C)=O)c2ccc3oc(=O)sc3c2)c1
Compound	11	22
Neddyl block	i	i
NadD block	-3	3
SKN-1 inh	-7	4
Rin1-Abl PPI inh	0	0
CSN deneddyl inh	3	2
Rpn11 block	i	i
MLLE-PAM2 inh	-10	7
MT1-MMP act inh	0	1
FAS-TE inh	-2	-5
